uPA generation: cell surface uPA generation inhibition. AID 540303. 330,000 tested, 0.31% active. Potency, µM (doses to about 38.3 µM), for the others: at the highest dose activity change, negative = inhibition, hits mostly inhibitors. cell surface uPA generation assay, qHTS; active = well fitted inhibition curve with a large enough effect; inconclusive = small, poorly fitted or top-dose-only effect; inactive = no such curve, though single readings can be large or run the other way; tested in mouse RAW 264.7 cells; note: potency is the fitted concentration of half-maximal effect; % is set by controls: 0 for no effect and ±100 for the full control effect; nearly all actives have a fitted effect of over 55% in size
RORg inh: ROR gamma (mouse) transcription inhibition; P51450; Drosophila S2 Gal4-RORgamma UAS-luciferase reporter, 20 h; Potency, µM (highest dose often 53.6 µM), without a hit: top-dose activity change, negative = inhibition, hits mostly inhibitors; 310,000 tested, 5.4% active; AID 2551; note: potency is the fitted concentration of half-maximal effect; % is set by controls: 0 for no effect and ±100 for the full control effect; nearly all actives have a fitted effect of over 60% in size
Target sequence (P51450 whole entry, looked up, the tested form may be a part): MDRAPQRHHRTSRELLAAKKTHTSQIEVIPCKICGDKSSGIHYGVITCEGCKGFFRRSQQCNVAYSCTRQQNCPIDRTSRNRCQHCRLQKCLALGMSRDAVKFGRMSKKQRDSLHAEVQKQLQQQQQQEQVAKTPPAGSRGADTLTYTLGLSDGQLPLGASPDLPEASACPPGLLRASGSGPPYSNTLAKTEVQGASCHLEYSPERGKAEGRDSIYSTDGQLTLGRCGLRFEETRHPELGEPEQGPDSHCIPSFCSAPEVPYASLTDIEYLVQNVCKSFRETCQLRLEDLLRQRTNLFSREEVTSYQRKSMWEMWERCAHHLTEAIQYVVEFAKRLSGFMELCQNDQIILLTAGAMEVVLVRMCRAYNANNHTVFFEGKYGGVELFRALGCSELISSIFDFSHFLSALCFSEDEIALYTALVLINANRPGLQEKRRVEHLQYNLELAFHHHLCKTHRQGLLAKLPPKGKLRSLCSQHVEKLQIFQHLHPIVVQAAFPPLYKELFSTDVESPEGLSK
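Drosophila S2 cells stably expressing Gal4-DBD/mouse RORγ fusion under metallothionein promoter plus UAS-luciferase; compound 1 h, then 700 uM CuSO4 induction for 20 h at ambient temperature; inhibition read as reduced luminescence.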
NPC1 promoter act: NPC1 promoter activation; Huh7 NPC1 promoter luciferase reporter, 24 h; Potency, µM (doses to about 9.22 µM), inactives show at the top dose activation, actives largely listed as activators; 320,000 tested, 2.4% active; AID 485313;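 note: potency is the fitted concentration of half-maximal effect; % of control where 0% means no effect; nearly all actives have a fitted effect of over 60% in size; reporter is driven by a mutant NPC1 promoter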
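Compounds in DMSO were transferred onto Huh7 NPC1-luciferase reporter cells pre-incubated 2 h; after 24 h at 37 °C, Amplite reagent was dispensed and luminescence recorded 10 min later.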
Tb PFK block: T. brucei PFK enzyme inhibition | O15648 | T. brucei PFK, ADP-Glo luminescence | Potency, µM (highest dose often 57.5 µM), without a hit: at the top dose activity, negative = inhibition, hits mostly inhibitors | 330,000 tested, 0.17% active | AID 485367;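 note: potency is the fitted concentration of half-maximal effect; 0% = uninhibited 1x PFK enzyme wells and -100% = no-enzyme wells; nearly all actives have a fitted effect of over 60% in size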
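PFK 1.25 nM, F6P 0.5 mM, ATP 0.1 mM, 0.1 M TEA pH 8.0, 5 mM MgCl2, 0.01% Tween20, 0.1% BSA; 45 min RT. ADP-Glo readout. qHTS titration up to 57 uM; curves fitted, compounds curve-classed.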
ELG1 genotoxic: inducers of genotoxicity in HEK293T ELG1-luciferase cells. HEK293T ELG1-luciferase reporter, luminescence, 16 h. Potency, µM (doses to about 46 µM), for inactives: at the highest dose activity change, positive = activation, hits mostly activators. 330,000 tested, 1.3% active. AID 504466; note: potency is the fitted concentration of half-maximal effect; % of control where 0% means no effect; nearly all actives have a fitted effect of over 60% in size
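After overnight (16 hr) compound treatment at 37 °C, ELG1-luciferase HEK293T cells were lysed with ONE-Glo; luminescence quantified 30 min later at room temperature.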
FBPA coupling cs: counter-screen for Giardia aldolase inhibitors: coupling enzyme system; activity change, negative = inhibition, % at 58.2 µM, hits read low; coupling enzyme system counterscreen, AmpLite Red fluorescence; 290,000 tested, 0.67% active; AID 2472; in the data active = activity change below about -30%; note: % is set by controls: 0 for no effect and ±100 for the full control effect
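Final compound at 57.5 uM, incubated 10 min at RT with coupling enzyme reagent (glyceraldehyde-3-phosphate), then 20 min with substrate and AmpLite Red detection. Fluorescence read at 525/598 nm; tests interference with the coupling assay, not aldolase inhibition.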
Gal4-VP16 FLuc: Gal4-VP16 reporter inhibition counter-screen | AID 2546 | Potency, µM (series often up to 53.6 µM), inactives show at the highest dose activity, negative = inhibition, usual class: inhibitors | 310,000 tested, 3.5% active | Drosophila S2 Gal4-VP16 UAS-luciferase, luminescence, 20 h;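 note: Gal4-VP16 expression switched on by copper sulfate through the metallothionein promoter; potency is the fitted concentration of half-maximal effect; % is set by controls: 0 for no effect and ±100 for the full control effect; nearly all actives have a fitted effect of over 50% in size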
Rab9 prom act: activates the Rab9 promoter; Huh7 Rab9 promoter-luciferase reporter, luminescence, 24 h; Potency, µM (series often up to 9.22 µM), for inactives: at the highest dose activation, negative = inhibition, usual class: activators; 320,000 tested, 2.8% active; note: potency is the fitted concentration of half-maximal effect; % of control where 0% means no effect; nearly all actives have a fitted effect of over 60% in size
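Using Huh7 cells stably transfected with Rab9 promoter–luciferase, compounds were incubated 24 h at 37 °C, 5% CO2; luciferase luminescence was read 10 min after reagent addition.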
Giardia kill: Giardia lamblia killing | 340,000 tested, 0.15% active | activity change, % at 7.66 µM, hits read low | Giardia lamblia trophozoite viability; in the data active = activity change below about -80%; inconclusive = between about -30% and that limit;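 note: parasites exposed to compound for two days anaerobically before the ATP read; % is set by controls: 0 for no effect and ±100 for the full control effect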
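Giardia trophozoites, 100 cells per well, were exposed to compounds for 48 hrs at 37 deg C under anaerobic conditions; viability was then read as ATP content by bioluminescence after 15-30 min at room temperature.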
KCNH2 3.1 block: blocks the human KCNH2 3.1 channel isoform. U2OS KCNH2 3.1, thallium flux FluxOr; active compounds read low. activity change, % (tested at about 1.8 µM). 340,000 tested, 0.95% active. AID 720553;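 active = maximum activity change below -70%; inconclusive = maximum activity change from -70% to -50%; inactive = maximum activity change above -50%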;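 note: thallium influx rate constant from kinetic fluorescence after stimulation buffer; % is set by controls: 0 for no effect and ±100 for the full control effect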
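Steps: virus added to U2OS suspension (4 h, RT, dark); medium with 10% FBS added, cells plated, 37 C overnight; FluxOr/Red40 loading buffer 45 min RT; stimulation buffer, 2 min kinetic read; rate constant normalized.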
FLuc modulator: firefly luciferase modulation, counter-screen for miR-21 project; Potency, µM (doses to about 57.5 µM), for inactives: top-dose activity change, negative = inhibition, most hits filed as inhibitors; 360,000 tested, 6.9% active; AID 588342; purified FLuc, Km substrates, luminescence inhibition;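 note: potency is the fitted concentration of half-maximal effect; plate controls were vehicle for no effect and reference inhibitor for full effect; nearly all actives have a fitted effect of over 55% in size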
Target sequence (P08659 whole entry, looked up): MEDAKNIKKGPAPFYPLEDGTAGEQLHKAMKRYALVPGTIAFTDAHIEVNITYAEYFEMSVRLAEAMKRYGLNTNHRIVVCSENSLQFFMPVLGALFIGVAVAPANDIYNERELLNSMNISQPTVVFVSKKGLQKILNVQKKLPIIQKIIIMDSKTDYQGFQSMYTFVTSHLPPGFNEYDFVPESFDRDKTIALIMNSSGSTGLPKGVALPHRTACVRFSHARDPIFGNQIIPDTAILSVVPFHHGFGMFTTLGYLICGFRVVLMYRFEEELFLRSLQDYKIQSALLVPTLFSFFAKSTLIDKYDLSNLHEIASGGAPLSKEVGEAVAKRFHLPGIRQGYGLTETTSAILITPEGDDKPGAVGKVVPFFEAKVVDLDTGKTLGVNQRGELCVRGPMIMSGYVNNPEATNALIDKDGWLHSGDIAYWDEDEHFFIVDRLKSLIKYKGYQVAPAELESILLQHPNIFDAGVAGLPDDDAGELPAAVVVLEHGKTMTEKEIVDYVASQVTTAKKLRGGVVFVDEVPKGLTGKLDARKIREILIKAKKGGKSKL
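Purified P. pyralis luciferase (10nM final) with 10uM D-luciferin and 10uM ATP (Km levels) in 50mM Tris acetate pH 7.5, 10mM Mg acetate, 0.01% Tween-20, 0.05% BSA; qHTS 6-point titration, ~60 µM downward; luminescence read.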
* = called active by the depositor; ? = inconclusive; nt = not tested or not shown; [ ] = another dose, or the depositor's remark. Unless noted, calls come from the whole dose curve; as a rule, active = well fitted curve in the direction sought with a large enough effect; inconclusive = small, poorly fitted or top-dose-only effect, or another doubt; inactive = no such curve, though single readings can be large; an effect the other way counts as inactive or inconclusive.

The line under a structure holds: uPA generation	RORg inh	NPC1 promoter act	Tb PFK block	ELG1 genotoxic	FBPA coupling cs	Gal4-VP16 FLuc	Rab9 prom act	Giardia kill	KCNH2 3.1 block	FLuc modulator
COc1ccc(NC(=O)N[C@@H](Cc2ccccc2)C(=O)NN)cc1
→ 2%	5%	-3%	-4%	0%	0	-6%	2%	6	1	0%
Cc1ccccc1CNC(=O)c1ccccc1SCC(=O)NCc1ccco1
→ -7%	nt	-2%	0%	-2%	nt	nt	1%	-1	11	0%
CCOC(=O)c1c(NC(=O)Nc2cccc(Cl)c2)sc(C)c1C
→ 6%	-24%	0%	0%	3%	1	-21%	-6%	7	6	-1%
C/C(=N\NC(=O)c1c(Br)c(C)nn1C)c1ccc(NC(=O)C(C)Oc2ccc(Cl)cc2C)cc1 (centres undefined)
→ -13%	?	-5%	2%	-20%	4	?	-5%	-1	-2	2%
COc1ccccc1N1CCN(C(=O)C(Sc2ccccc2)c2ccccc2)CC1 (centres undefined)
→ -5%	20%	-4%	-6%	-5%	7	17%	-2%	7	-6	1%
O=C(C1=C(O)C(=O)N(CCN2CCOCC2)C1c1ccncc1)c1ccco1 (centres undefined)
→ 1%	-13%	-1%	-11%	0%	1	-1%	-5%	-7	-10	0%
COc1cccc(C(=O)N2CCN(C3CCCCC3)CC2)c1
→ -2%	-25%	0%	-5%	-1%	0	6%	-1%	18	1	-2%
CCCCC(=O)Nc1ccc(C(=O)NCCc2ccccc2)cc1
→ -5%	-18%	21%	-2%	9%	2	?	?	-8	-3	-19%
C=CCSc1nc(N)c(C#N)c(-c2ccc(C)cc2)c1C#N
→ 17%	5%	-1%	6%	-7%	0	-1%	-3%	-12	-7	?
O=C(CCCN1C(=O)/C(=C/c2ccco2)SC1=S)Nc1ccccc1
→ -9%	?	-4%	4%	-4%	-14	13µM*	-15%	-7	-8	-2%

Remaining list, next part
The line under a structure holds: uPA generation	RORg inh	NPC1 promoter act	Tb PFK block	ELG1 genotoxic	FBPA coupling cs	Gal4-VP16 FLuc	Rab9 prom act	Giardia kill	KCNH2 3.1 block	FLuc modulator
O=C(CN1C(=O)c2ccccc2C1=O)Nc1ccc(N2CCOCC2)cc1
→ 1%	-5%	-2%	0%	-4%	11	-11%	-5%	-1	-8	-11%
CCN(CC)S(=O)(=O)c1cccc(N=Nc2sc(N)nc2C)c1
→ -14%	-12%	-2%	13%	3%	-1	-4%	-3%	-1	-4	-3%
COc1ccc(S(=O)(=O)N2CCN(Cc3cc(OC)c(OC)cc3OC)CC2)cc1
→ -10%	1%	-7%	0%	-12%	-1	-2%	-2%	-23	4	-3%
C=CCNC(=O)c1ccc(S(=O)(=O)CC)c(Cl)c1Cl
→ 4%	14%	-4%	-2%	-1%	0	5%	-4%	-3	-10	-1%
CSc1nc(C)cc(C)c1S(=O)(=O)c1ccccc1C
→ 1%	-27%	-1%	-1%	-6%	-10	0%	0%	0	13	3%
O=C(Cn1cnc2c(oc3nc4c(cc32)CCCC4)c1=O)Nc1cccc(Cl)c1
→ 0%	-23%	0%	1%	11%	nt	-12%	0%	14	-17	4%
Cc1cccc(Sc2c(C=O)c3ccccc3n2C)c1
→ -4%	-17%	8%	0%	-10%	-2	-6%	6%	?	7	5%
CCCn1c(SCC(=O)c2cc(OC)ccc2OC)nnc1C(C)C
→ -4%	-4%	-5%	-3%	-6%	1	-1%	-5%	19	2	1%
Cc1ccc(Sc2nnc(-c3ccccc3)cc2C#N)cc1
→ -1%	21%	-3%	2%	-2%	4	-11%	-2%	-2	-3	9%
CCCC(=O)NC(c1ccc(C(C)C)cc1)c1ccc2cccnc2c1O (centres undefined)
→ -9%	2.2µM*	-17%	1%	6%	0	2.8µM*	-38%[inhibitor]	-7	-1	9%

(further entries)
The line under a structure holds: uPA generation	RORg inh	NPC1 promoter act	Tb PFK block	ELG1 genotoxic	FBPA coupling cs	Gal4-VP16 FLuc	Rab9 prom act	Giardia kill	KCNH2 3.1 block	FLuc modulator
Cc1csc(NC(=O)CSc2ccc(-c3ccc(F)cc3)nn2)n1
→ 0%	3%	1%	4%	0%	-1	2%	-7%	-20	6	?
CSc1ccc(/C=C(/Sc2nnc(-c3ccccc3)o2)C(=O)O)cc1
→ 0%	29%	-3%	3%	-9%	4	19%	8%	16	7	2%
Cc1ccc(C2(c3ccc(C)cc3)NC(=O)N(CC(N)=O)C2=O)cc1
→ 3%	2%	-1%	-4%	3%	2	6%	-3%	-14	-16	2%
C/C(CC(=O)Nc1ccc2c(c1)OCCO2)=N\NC(=O)C(=O)Nc1ccccc1C
→ 6%	-24%	1%	5%	9%	0	9%	-6%	35[activator]	3	?
CC(C)N(C(=O)CSc1nnc(CN2CCCCCC2=O)n1-c1ccccn1)C(C)C
→ -3%	-26%	1%	-7%	1%	0	1%	2%	7	0	0%
O=C(Nc1ccc(NC(=O)c2cccc([N+](=O)[O-])c2)cc1)c1cccc([N+](=O)[O-])c1
→ -18%	10%	16%	0%	13%	2	-7%	15%	0	-3	-18%
CCCn1c(N)c(C(=O)CSc2nc3ncc(Cl)cc3[nH]2)c(=O)n(C)c1=O
→ 11%	nt	-1%	-5%	15%	nt	nt	0%	-25	-2	nt
COc1ccc(C(=O)O/N=C(\N)Cc2ccc(Cl)c(Cl)c2)cc1OC
→ -9%	?	0%	?	-9%	5	6.3µM*	-2%	-10	-8	1%
COc1ccc(S(=O)(=O)NCCSc2ccc(Cl)cc2)cc1OC
→ -2%	?	-9%	-2%	-6%	1	-16%	-10%	-9	-7	2%
Cc1n[nH]c(=O)c2c(NC(=O)COC(=O)COc3cccc(Br)c3)oc(C)c12
→ 13%	nt	1%	-4%	3%	nt	nt	-6%	1	1	6%

Some of the entries so far, with each value named.
mol: CCCn1c(N)c(C(=O)CSc2nc3ncc(Cl)cc3[nH]2)c(=O)n(C)c1=O
  uPA generation: 11%	RORg inh: nt	NPC1 promoter act: -1%	Tb PFK block: -5%	ELG1 genotoxic: 15%	FBPA coupling cs: nt	Gal4-VP16 FLuc: nt	Rab9 prom act: 0%	Giardia kill: -25	KCNH2 3.1 block: -2	FLuc modulator: nt

mol: CSc1ccc(/C=C(/Sc2nnc(-c3ccccc3)o2)C(=O)O)cc1
  uPA generation: 0%	RORg inh: 29%	NPC1 promoter act: -3%	Tb PFK block: 3%	ELG1 genotoxic: -9%	FBPA coupling cs: 4	Gal4-VP16 FLuc: 19%	Rab9 prom act: 8%	Giardia kill: 16	KCNH2 3.1 block: 7	FLuc modulator: 2%

The listing continues:
The line under a structure holds: uPA generation	RORg inh	NPC1 promoter act	Tb PFK block	ELG1 genotoxic	FBPA coupling cs	Gal4-VP16 FLuc	Rab9 prom act	Giardia kill	KCNH2 3.1 block	FLuc modulator
CCOC(=O)COc1ccccc1/C=C1\NC(=O)NC1=O
→ -2%	25%	-2%	0%	?	3	-3%	4%	-6	-2	5%
CN(C)S(=O)(=O)N1CCC(Oc2cccc(C(=O)N3CCCCCCC3)c2)CC1
→ -11%	3%	1%	1%	-3%	-1	-2%	-1%	-26	-5	-2%
CCOC(=O)C1(Cc2ccccc2C(F)(F)F)CCN(C(C)CSC)CC1 (centres undefined)
→ -3%	?	-3%	0%	-5%	1	-8%	-16%	0	-21	-2%
Oc1ccc(/C=N/N=C/c2ccc(O)cc2)cc1
→ 3%	22%	-2%	1%	4%	1	0%	-15%	-14	14	7.6µM*
CCOC(=O)CSc1nc2cc(C(=O)OC)ccc2c(=O)n1CCN1CCOCC1
→ -2%	16%	1%	-1%	4%	1	-3%	6%	-16	29	5%
CCCn1c(NCc2ccco2)nc2ccccc21
→ -13%	0%	0%	-4%	2%	3	-8%	-7%	1	3	0%
CCOc1ccc(C(=O)NCCn2cc(SCC(=O)Nc3cc(C)on3)c3ccccc32)cc1
→ 0%	-44%	0%	-3%	-4%	-1	-6%	1%	-6	20	12µM*
Cc1ccnc(NC(=O)C(C)N2C(=O)c3ccccc3C2=O)c1 (centres undefined)
→ 3%	23%	-5%	6%	-3%	2	-19%	-1%	1	20	-1%
CCn1c(=O)c(C(=O)NC(C)C)c(O)c2ccccc21
→ 3%	-1%	2%	1%	-2%	0	-14%	-5%	-8	3	1%
C=CCO/N=C(/CCC)C1=C(N)CC(C)(C)CC1=O
→ -5%	0%	-2%	0%	1%	3	-6%	-4%	0	-13	-12%
CCOC(=O)N1CCN(c2c(NCc3ccccc3Cl)c(=O)c2=O)CC1
→ ?	2%	-2%	2%	-2%	1	-5%	-6%	24	8	-2%
Cc1[nH]c2ccccc2c1C(=O)C(C)OC(=O)c1ccc(Cl)nc1 (centres undefined)
→ 4%	nt	14%	-2%	-5%	nt	nt	0%	-3	-33	0%

Screening data as filed in PubChem.
